IDH1 R132H inh: human IDH1 R132H inhibition | O75874 | IDH1-R132H enzyme, NADPH consumption, diaphorase/resazurin fluorescence | Potency, µM (doses to about 76.6 µM), inactives show at the highest dose activity change, negative = inhibition, actives largely listed as inhibitors | 390,000 compounds, 0.093% hits; note: % is set by controls: 0 for no effect and ±100 for the full control effect; nearly all actives have a fitted effect of over 65% in size
Target sequence (O75874 whole entry R132H, stated change not applied): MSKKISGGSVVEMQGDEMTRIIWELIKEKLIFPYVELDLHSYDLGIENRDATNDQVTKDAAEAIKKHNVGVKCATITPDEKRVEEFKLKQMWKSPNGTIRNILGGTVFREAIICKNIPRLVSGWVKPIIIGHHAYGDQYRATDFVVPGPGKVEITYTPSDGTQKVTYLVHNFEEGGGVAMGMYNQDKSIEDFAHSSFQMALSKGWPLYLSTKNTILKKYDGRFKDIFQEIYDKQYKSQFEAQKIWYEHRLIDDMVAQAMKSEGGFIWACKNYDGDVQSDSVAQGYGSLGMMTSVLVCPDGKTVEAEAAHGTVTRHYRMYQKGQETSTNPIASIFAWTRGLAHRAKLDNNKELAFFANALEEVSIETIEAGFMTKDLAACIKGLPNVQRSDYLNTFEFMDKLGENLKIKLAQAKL
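IDH1-R132H (0.5 ug/mL) preincubated 30 min with compound, then NADPH (0.016 mM) and alpha-KG (2 mM) added; 80 min at RT, pH 7.5. Remaining NADPH coupled via diaphorase/resazurin to fluorescence (540/590 nm); concentration-response curves normalized to no-enzyme control.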
Vif-APOBEC3G blk: inhibitors of Vif-APOBEC3G interaction | AID 602310 | 410,000 compounds, 0.076% hits | Potency, µM (series often up to 46.1 µM), for the others: top-dose activity, negative = active, usual class: inhibitors | Q9HC16 | HeLa A3G-eYFP + Vif (tagged APOBEC3G with the HIV-1 protein that degrades it), YFP fluorescence, overnight;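 note: % is set by controls: 0 for no effect and ±100 for the full control effect; nearly all actives have a fitted effect of over 60% in size; hits raise eYFP signal because A3G escapes Vif-driven loss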
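Read-out is eYFP fluorescence (Ex 488/Em 500-530) from Vif-expressing HeLa A3G-eYFP cells; more signal means A3G escaped Vif-mediated degradation. Cells plated overnight, compound pinned in, incubated overnight at 37 deg C.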
rTrxR1 inhibitor: blocks rat thioredoxin reductase 1; recombinant rTrxR1, NADPH fluorescence consumption, selenite substrate; AID 588453; O89049; 390,000 compounds, 1% hits; Potency, µM (doses to about 114 µM), without a hit: at the top dose activity change, negative = inhibition, most hits filed as inhibitors; note: % is set by controls: 0 for no effect and ±100 for the full control effect; nearly all actives have a fitted effect of over 65% in size
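Rat TrxR1 (90 nM in the dispensed reagent) was pre-reduced with 400 uM NADPH for 5 min at room temperature, then incubated with compound for 15 min. After 400 uM selenite was added, NADPH fluorescence (Ex 340/Em 450 nm) was followed for 8 min.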
RGS4 inh: human RGS4 inhibition. Transcreener GDP fluorescence polarization, RGS4-accelerated GTP hydrolysis. Potency, µM (doses to about 114 µM), for the others: at the highest dose activity change, negative = inhibition, most hits filed as inhibitors. P49798. 390,000 compounds, 0.039% hits. AID 504845; note: % is set by controls: 0 for no effect and ±100 for the full control effect; nearly all actives have a fitted effect of over 75% in size; some results filed as inactive show a strong effect at the top dose
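MLSMR compounds (23 nl, pin-transferred) preincubated 10 min at room temperature with a 500nM (2x) first reagent, then RGS4 at 900nM (2x) plus Transcreener GDP mix added; fluorescence polarization (620/688 nm) read before and after 90 min at 30 °C.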
Vif-A3F inh: inhibitors of Vif-A3F interaction; HeLa A3F-eYFP + Vif (tagged APOBEC3F with the HIV-1 protein that degrades it), YFP fluorescence increase; Potency, µM (series often up to 46.1 µM), for the others: top-dose activity, negative = active; 390,000 compounds, 0.2% hits; note: % of control where 0% means no effect; nearly all actives have a fitted effect of over 65% in size
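Fluorescence increase (Ex 488/Em 500-530) after overnight compound treatment at 37 deg C flags inhibition of Vif-driven A3F-eYFP loss in stable HeLa A3F-eYFP/Vif cells seeded overnight beforehand.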
RXFP1 agonist: agonists of human relaxin receptor RXFP1. 370,000 compounds, 0.3% hits. Potency, µM (doses to about 57.5 µM), inactives show at the highest dose activation, actives largely listed as activators. AID 2676. HEK293T-RXFP1 cAMP TR-FRET, 30 min; response scale: percent of porcine relaxin response, buffer zero; note: % is set by controls: 0 for no effect and ±100 for the full control effect; nearly all actives have a fitted effect of over 60% in size; many of its hits are not listed in these tables
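Agonist response is measured as cAMP accumulation in an RXFP1-transfected HEK293T line under PDE4 inhibition. Values are scaled between buffer-only and 29 nM porcine relaxin, and EC50s come from standard Hill equation fits.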
USP1 inh: USP1/UAF1 (human) deubiquitinase inhibition; AID 743255; recombinant USP1/UAF1, Ub-Rhodamine cleavage fluorescence; Potency, µM (doses to about 57.1 µM), inactives show at the top dose activity change, negative = inhibition, actives largely listed as inhibitors; O94782; 390,000 compounds, 0.23% hits; note: % is set by controls: 0 for no effect and ±100 for the full control effect; nearly all actives have a fitted effect of over 60% in size; inactives centre near -12
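USP1/UAF1 complex at 1 nM was preincubated with compound for 15 min at room temperature, then Ub-Rho substrate (150nM final) was added. Fluorescence (480/540 nm) was read kinetically, 6 reads every 60 seconds.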
12-LOX inh: inhibitors of human 12S-lipoxygenase ALOX12; purified 12hLO, xylenol orange hydroperoxide absorbance; Potency, µM (doses to about 108 µM), for the others: top-dose activity change, negative = inhibition, actives largely listed as inhibitors; 580,000 compounds, 1.1% hits; note: % is set by controls: 0 for no effect and ±100 for the full control effect
Target sequence (P18054 whole entry, looked up): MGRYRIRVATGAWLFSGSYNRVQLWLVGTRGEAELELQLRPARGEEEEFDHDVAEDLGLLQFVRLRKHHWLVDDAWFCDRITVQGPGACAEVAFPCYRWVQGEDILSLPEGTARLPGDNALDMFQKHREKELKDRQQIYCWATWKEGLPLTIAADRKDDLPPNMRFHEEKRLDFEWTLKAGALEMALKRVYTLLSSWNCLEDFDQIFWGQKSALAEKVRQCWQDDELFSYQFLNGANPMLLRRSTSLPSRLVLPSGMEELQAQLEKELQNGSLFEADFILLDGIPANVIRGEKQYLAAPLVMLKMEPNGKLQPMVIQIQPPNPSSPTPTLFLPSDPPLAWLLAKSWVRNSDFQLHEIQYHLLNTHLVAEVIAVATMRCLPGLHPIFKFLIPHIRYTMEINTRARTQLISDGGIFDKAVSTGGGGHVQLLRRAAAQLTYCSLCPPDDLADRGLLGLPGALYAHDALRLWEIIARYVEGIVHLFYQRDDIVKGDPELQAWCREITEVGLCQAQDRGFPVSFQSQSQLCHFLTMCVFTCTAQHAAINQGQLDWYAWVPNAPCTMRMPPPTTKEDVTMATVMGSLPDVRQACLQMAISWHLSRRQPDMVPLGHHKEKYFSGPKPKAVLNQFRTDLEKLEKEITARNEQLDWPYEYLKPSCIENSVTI
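Hydroperoxide product was detected by ferrous iron/xylenol orange as the 573 to 405 nm absorbance ratio. Arachidonic acid at 40 uM (final) was turned over for 30 min at room temperature by 150 nM human 12hLO, pH 7.0 Hepes buffer, after 15 min compound preincubation.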
TrxR1 substrate: is turned over as a substrate by rat TrxR1 | purified TrxR1 substrate turnover, NADPH consumption readout | Potency, µM (highest dose often 114 µM), for the others: at the highest dose activity change, negative = substrate turnover | 390,000 compounds, 0.01% hits | AID 588456; note: % is set by controls: 0 for no effect and ±100 for the full control effect; nearly all actives have a fitted effect of over 50% in size
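Rat TrxR1, dispensed at 90 nM, was prereduced with 400 uM NADPH (final) for 5 min at ~22 deg C, then incubated with compound 15 min before 400 uM selenite. A first-read NADPH fluorescence drop versus no-compound background flagged substrates.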
* marks the source's active call; other numbers are inactive results; ? = inconclusive; . = no result given; & = joins results of further samples; [ ] = dose if it differs, or a comment. Calls come from the whole dose curve; as a rule, active = well fitted curve in the direction sought with a large enough effect; inconclusive = small, poorly fitted or top-dose-only effect, or another doubt; inactive = no such curve, though single readings can be large; an effect the other way counts as inactive or inconclusive. Potency is the fitted concentration of half-maximal effect. The list is partial (hit frequency here may not be typical).

SMILES	IDH1 R132H inh	Vif-APOBEC3G blk	rTrxR1 inhibitor	RGS4 inh	Vif-A3F inh	RXFP1 agonist	USP1 inh	12-LOX inh	TrxR1 substrate
Cc1ccc(C(=O)Nc2cc3c(oc2=O)CCCC3=O)cc1	0%	-1%	9%	6%	7%	-1.3%	-11%	-10%	-1%
Cn1c(=O)[nH]c(=O)c2c1nc(NCCCn1ccnc1)n2Cc1ccc(F)cc1	-2%	5%	6%[57.1 µM]	5%	-4%	1.9%	-16%	-17%&-2%	7%[57.1 µM]
COc1ccc2cc3[n+](cc2c1OC)CCc1cc2c(cc1-3)OCO2	3%&6%	-1%&-7%	?	7%&12%	8%&-1%	-0.5%&1.1%	-1%&-20%	?	?
COc1cccc(NC(=O)c2ccc(-c3nc(COc4ccc(C)cc4)c(C)o3)cc2)c1	4%	11%	-16%	10%	-5%	22%	-25%	-11%	5%
O=C(c1ccccc1)N(CCCl)C(=O)N(CCCl)C(=O)c1ccccc1	-16%	1%	.	.	0%	.	-16%	10µM*	.
COc1cc(OC)cc(C(=O)NNC(=O)Cc2cccs2)c1	5%	0%	0%	-17%	-17%	.	-18%	?	-1%
COc1ccc(-c2nc(C#N)c(NCc3ccc(F)cc3)o2)cc1OC	7%	0%	55%[activator]	-16%	-4%	8.5%	-12%	19%	55%[activator]
COc1ccc(CCNC(=O)Cc2c(C)c3cc4c(C(C)(C)C)coc4c(C)c3oc2=O)cc1OC	-1%	-4%	-6%	22%	1%	4.5%	?	0%	-3%
CN1C(=O)/C(=C/c2ccco2)SC1=Nc1ccc(N2CCOCC2)cc1	-7%	2%	?	-17%	-8%	-0.5%	-2%	-17%	-16%
O=c1oc(-c2ccccc2NS(=O)(=O)c2ccc(F)cc2)nc2ccccc12	0%	0%	1%[57.1 µM]	-14%	14%	1.3%	-2%	19%	12%[57.1 µM]
COCCCNC(=O)CSc1nc2cc3c(cc2c(=O)n1CCCCCC(=O)NCc1ccc(OC)cc1)OCO3	4%	5%	5%[57.1 µM]	8%	1%	-0.8%	-24%	-18%	-6%[57.1 µM]
CCCCn1c(N)c(N(CC(C)C)C(=O)c2ccc3c(c2)NC(=O)C(C)S3)c(=O)[nH]c1=O (stereo not given)	7%	0%	-6%	-41%	6%	0.3%	-12%	-3%	-3%
COCc1c(C(=O)OCc2c(C)noc2C)oc2ccccc12	2%	-4%	13%[57.1 µM]	-14%	-5%	-0.6%	-5%	40%[activator]	-5%[57.1 µM]
CCn1c(SCC(=O)N/N=C/C=C/c2ccco2)nnc1-c1ccc(OC)cc1	0%	1%	11%	23%	10%	-1.3%	-8%	?	1%
O=c1c2oc3ccccc3c2n(Cc2ccccc2Cl)c(=O)n1Cc1ccc2c(c1)OCO2	29%	3%	20%	18%	11%	0.4%	17%	-6%	-4%
CC(=O)c1ccc(N2CCN(C(=O)CCc3ccccc3)CC2)cc1	8%	2%	13%[57.1 µM]	18%	2%	-2.9%	-6%	12%	9%[57.1 µM]
CSCC[C@H](NC(=O)C(C)Oc1ccc(Cl)cc1)c1nc2ccccc2[nH]1 (stereo not given in full)	-6%	2%	16%	7%	-10%	1.1%	-22%	-16%	2%
Cc1cc(S(=O)(=O)N2CCN(C(=O)c3ccco3)CC2)ccc1F	9%	3%	9%[57.1 µM]	-5%	-1%	-0.6%	-20%	-19%	9%[57.1 µM]
CC1CCCN(S(=O)(=O)Cc2ccc(Cl)cc2)C1 (stereo not given)	7%	1%	12%	3%	-5%	-2.1%	-4%	13%	2%
CN(C)c1ccc(CCc2ccc(N)cc2)cc1	5%	-2%	-4%	9%	?	.	-16%	90%[activator]	14%
Cc1ccnc(NC(=O)c2ccc(N3C(=O)CCC3=O)cc2)c1	14%	0%	11%[57.1 µM]	1%[11.4 µM]	7%	3.9%	-5%	4%	7%[57.1 µM]
CC(C)CCNC(=O)NC(=O)COC(=O)C1=COCCO1	10%	-1%	28%[57.1 µM]	-48%	-6%	1.9%	-13%	10%	23%[57.1 µM]
CC1CCC2(CC1)NC(=O)N(CC(=O)c1ccc3c(c1)OCO3)C2=O (stereo not given)	-4%	-1%	7%	38%	11%	.	-12%	44%	-7%
COC(=O)c1ccc(C)c(NC(=O)c2ccc(Cn3cc([N+](=O)[O-])cn3)o2)c1	-2%	1%	16%	8%	-8%	0.2%	-19%	6%	4%
O=C(CCc1c[nH]c2ccccc12)NCc1cccc(Cl)c1	9%	-8%	7%	0%	4%	-0.2%	-12%	?	-4%

Of the compounds above, these contain fluorine:
SMILES	IDH1 R132H inh	Vif-APOBEC3G blk	rTrxR1 inhibitor	RGS4 inh	Vif-A3F inh	RXFP1 agonist	USP1 inh	12-LOX inh	TrxR1 substrate
Cn1c(=O)[nH]c(=O)c2c1nc(NCCCn1ccnc1)n2Cc1ccc(F)cc1	-2%	5%	6%[57.1 µM]	5%	-4%	1.9%	-16%	-17%&-2%	7%[57.1 µM]
COc1ccc(-c2nc(C#N)c(NCc3ccc(F)cc3)o2)cc1OC	7%	0%	55%[activator]	-16%	-4%	8.5%	-12%	19%	55%[activator]
O=c1oc(-c2ccccc2NS(=O)(=O)c2ccc(F)cc2)nc2ccccc12	0%	0%	1%[57.1 µM]	-14%	14%	1.3%	-2%	19%	12%[57.1 µM]
Cc1cc(S(=O)(=O)N2CCN(C(=O)c3ccco3)CC2)ccc1F	9%	3%	9%[57.1 µM]	-5%	-1%	-0.6%	-20%	-19%	9%[57.1 µM]

Later entries:
SMILES	IDH1 R132H inh	Vif-APOBEC3G blk	rTrxR1 inhibitor	RGS4 inh	Vif-A3F inh	RXFP1 agonist	USP1 inh	12-LOX inh	TrxR1 substrate
O=C(CC(Cc1ccccc1)C(=O)O)Nc1ccc(Cl)c(Cl)c1 (stereo not given)	-10%	-12%	1%	-3%[56.9 µM]	0%	0.0%	-3%	0%	-8%
COc1ccccc1NC(=O)CCSc1nc(C)cs1	0%	0%	8%	13%	3%	1.1%	-8%	1%	-3%
Cc1ccc(OCCCC(=O)N2CCN(S(=O)(=O)c3cccc(F)c3)CC2)cc1	3%	1%	15%	-22%	1%	7.5%	-18%	-12%	-4%
Cc1ccc(S(=O)(=O)Nc2nc(CN3CCOCC3)nc3sc(C)c(C)c23)cc1	16%	0%	34%	-4%	-18%	1.9%	-19%	-12%	16%
O=C(CSc1ccsc1[N+](=O)[O-])N1CCN(c2ccccc2)CC1	-1%	-1%	?	-3%	0%	4.6%	-8%	-13%	-8%
COc1ccccc1NC(=O)C1=C(C)Nc2nc(SCc3ccccc3C)nn2C1CC(C)C (stereo not given)	-5%	1%	11%	-2%	0%	3.8%	-23%	-17%	0%
Brc1ccc(-c2csc(N3CCOCC3)n2)cc1	2%	2%	-14%	-24%	-1%	0.3%	-16%	-4%	-8%
C=CCn1c(SCC(=O)NC(=O)NCC(C)C)nnc1C1CCCCC1	6%	2%	27%[57.1 µM]	-31%	4%	-0.1%	-8%	0%	24%[57.1 µM]
O=C(C1CCCN(S(=O)(=O)Cc2ccccc2)C1)N1CCC(Cc2ccccc2)CC1 (stereo not given)	2%	4%	19%	1%	-3%	-0.3%	-8%	17%	-3%
COc1ccccc1CNC(=O)C1CCN(S(C)(=O)=O)CC1	5%	0%	18%	7%	1%	0.8%	-16%	4%	10%
O=C1c2ccccc2NC(c2cccc([N+](=O)[O-])c2)N1CCc1ccccc1 (stereo not given)	5%	-11%	17%	36%	-15%	-1.3%	-10%	?	0%
Cc1cccc(NC(=O)Cc2ccc(Br)cc2)n1	6%	-5%	19%	0%	8%	-2.8%	-12%	29%	8%
CC(C)CN(C1CCS(=O)(=O)C1)S(=O)(=O)c1ccc2ccccc2c1 (stereo not given)	6%	-4%	12%	0%	0%	1.2%	-16%	-21%	-2%
O=C(COC(=O)c1cccnc1Nc1ccccc1F)NCCN1C(=O)CSC1=O	8%	-4%	5%	12%	-3%	0.2%	0%	-14%	2%
C/C(=N\NC(=O)c1ccc(-n2cnnn2)cc1)c1ccc(Cl)cc1	1%	-1%	21%	14%	7%	1.2%	-18%	155%[activator]	5%
Cc1ccc2c(c1)C(=O)C(=O)N2CCCOc1ccccc1C	3%	-11%	13%	?	0%	-0.5%	?	-19%	-3%
COc1ccc2[nH]c(C)c(C(=O)CN3CCN(C/C=C/c4ccccc4)CC3)c2c1	8%	0%	4%	-7%	-3%	1.5%	-12%	-11%	8%
CN(CC(=O)NCc1ccccc1)Cc1cccc(F)c1	0%	4%	12%[57.1 µM]	-12%	1%	1.2%	-13%	?	3%[57.1 µM]
COc1ccc(S(=O)(=O)Nc2ccc3cn[nH]c3c2)cc1[N+](=O)[O-]	4%	-3%	-6%	7%	0%	-1.5%	0%	-5%	-9%
C#CCO[C@@H]1C[C@H](n2cnc3c(NC(=O)c4ccccc4)ncnc32)O[C@@H]1CO	-2%	6%	12%[57.1 µM]	7%	0%	-3.7%	-24%	?	3%[57.1 µM]
CCCCn1c(CN2CCN(c3cccc(Cl)c3)CC2)nc2c1c(=O)n(C)c(=O)n2C	10%	-1%	-9%	-26%	3%	1.5%	-9%	-14%	-6%
O=C(NCCS(=O)(=O)N1CCN(c2ccccc2F)CC1)c1cccs1	-5%	0%	9%	8%	4%	0.8%	-3%	3%	-2%
